# From PubChem
# HT1080 IDH1KD tx = HT-1080 IDH1 knockdown cell toxicity (counter line) | HT-1080 IDH1 knockdown viability, ATP luminescence, 48 h | Potency, µM (top dose mostly 46.1 µM), for inactives: at the top dose activity, negative = toxicity, hits mostly cytotoxic | hit rate 2% among 360,000;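 further: potency means the concentration at half of the fitted maximal effect; 0% = DMSO wells and -100% = cell-free medium wells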
#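 HT-1080-IDH1KD cells (IDH1 knocked down), 750/well in RPMI with 5% FBS, treated with compound 48 h at 37 degrees C. Viability by CellTiter-Glo luminescence, normalised to DMSO and no-cell wells; concentration-response curves classed.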
# WRN inhibitor = WRN helicase (human) inhibition; Q14191; WRN helicase unwinding, fluorescent forked duplex, kinetic; Potency, µM (titrated, usually from 114 µM), inactives show top-dose activity change, negative = inhibition, usual class: inhibitors; hit rate 0.46% among 360,000; AID 651768; further: potency means the concentration at half of the fitted maximal effect; on the % scale 0 is the no-effect control and ±100 the full control effect; nearly all actives have a fitted effect of over 55% in size
# Target sequence (Q14191 whole entry, looked up): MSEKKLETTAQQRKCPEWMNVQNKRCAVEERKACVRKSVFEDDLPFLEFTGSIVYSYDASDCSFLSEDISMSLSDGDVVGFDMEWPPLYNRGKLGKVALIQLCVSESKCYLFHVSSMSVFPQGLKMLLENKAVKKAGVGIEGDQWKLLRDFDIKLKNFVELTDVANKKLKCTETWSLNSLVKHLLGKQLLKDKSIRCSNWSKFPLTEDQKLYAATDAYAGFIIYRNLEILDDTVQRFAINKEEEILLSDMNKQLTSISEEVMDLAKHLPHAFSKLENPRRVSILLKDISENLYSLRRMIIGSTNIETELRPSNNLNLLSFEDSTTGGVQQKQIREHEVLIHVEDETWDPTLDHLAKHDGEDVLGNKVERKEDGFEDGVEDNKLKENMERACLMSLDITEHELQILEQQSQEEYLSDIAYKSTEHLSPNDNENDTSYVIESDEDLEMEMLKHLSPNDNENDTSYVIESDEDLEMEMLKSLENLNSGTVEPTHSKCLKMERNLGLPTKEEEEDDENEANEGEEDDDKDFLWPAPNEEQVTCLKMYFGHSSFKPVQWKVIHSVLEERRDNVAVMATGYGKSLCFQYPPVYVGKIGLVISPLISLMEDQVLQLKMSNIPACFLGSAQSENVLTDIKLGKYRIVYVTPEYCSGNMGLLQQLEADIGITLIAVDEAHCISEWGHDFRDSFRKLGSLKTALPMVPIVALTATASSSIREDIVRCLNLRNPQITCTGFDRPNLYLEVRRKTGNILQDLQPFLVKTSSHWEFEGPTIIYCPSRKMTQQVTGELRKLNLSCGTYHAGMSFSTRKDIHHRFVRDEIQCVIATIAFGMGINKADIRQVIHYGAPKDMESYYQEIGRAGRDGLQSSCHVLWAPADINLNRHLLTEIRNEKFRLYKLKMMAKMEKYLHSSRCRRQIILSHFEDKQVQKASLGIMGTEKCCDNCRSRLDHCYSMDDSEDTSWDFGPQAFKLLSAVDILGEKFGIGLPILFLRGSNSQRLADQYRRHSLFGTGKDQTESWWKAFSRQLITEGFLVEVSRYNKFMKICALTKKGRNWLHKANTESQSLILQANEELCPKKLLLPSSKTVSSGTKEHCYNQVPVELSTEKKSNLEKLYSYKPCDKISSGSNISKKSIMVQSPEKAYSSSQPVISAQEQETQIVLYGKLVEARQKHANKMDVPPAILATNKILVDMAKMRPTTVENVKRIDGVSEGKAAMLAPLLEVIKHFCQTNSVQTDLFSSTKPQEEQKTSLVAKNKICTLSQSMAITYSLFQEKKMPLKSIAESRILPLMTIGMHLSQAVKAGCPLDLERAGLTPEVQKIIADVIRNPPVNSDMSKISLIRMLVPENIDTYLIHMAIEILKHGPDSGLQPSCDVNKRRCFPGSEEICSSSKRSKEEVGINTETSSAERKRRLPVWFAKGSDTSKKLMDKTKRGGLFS
#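 Primary qHTS, 1536-well format. 20 nM WRN + compound, 15 min RT; start with 100 nM forked fluorophore/quencher duplex, 2 mM ATP (final); kinetic read ex 525/em 598 nm.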
# KB-V1 cytotox = KB-V1 MDR subline cytotoxicity | AID 1347076 | Potency, µM (doses to about 46.1 µM), for the others: at the top dose activity change, negative = cytotoxicity, most hits filed as cytotoxic | hit rate 3.4% among 400,000 | KB-V1 MDR cells viability, CellTiter-Glo, 72 h; further: potency means the concentration at half of the fitted maximal effect; on the % scale 0 is the no-effect control and ±100 the full control effect; nearly all actives have a fitted effect of over 60% in size
#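 Cells of the MDR subline KB-V1 are plated, dosed with compound at multiple concentrations, and incubated 72 h at 37 degrees C; CellTiter-Glo is then added and luminescence read after 10 min.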
# SW480 rereplic = induces DNA re-replication in SW480 colon adenocarcinoma cells; SW480 DNA re-replication, Hoechst DNA content imaging, 48 h; Potency, µM (doses to about 46.1 µM), for the others: top-dose re-replication activation, hits mostly activators; hit rate 1.8% among 340,000; further: potency means the concentration at half of the fitted maximal effect; % of control where 0% means no effect; nearly all actives have a fitted effect of over 55% in size
#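 Per well, 250 cells were exposed to pinned compound for 48 hr. Nuclear DNA was visualised with Hoechst (40 min, 37 C) and total object intensity recorded by fluorescence scanning.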
# HT1080-NT tox = kills 2HG-producing HT-1080-NT fibrosarcoma cells; HT-1080-NT fibrosarcoma viability, CellTiter-Glo ATP luminescence, 48 h; Potency, µM (doses to about 46.1 µM), without a hit: top-dose activity, negative = less viability, actives largely listed as cytotoxic; hit rate 1.6% among 360,000; AID 686970;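 further: NT is the 2HG producing partner of a matched IDH1 knockdown line; potency means the concentration at half of the fitted maximal effect; 0% = DMSO-treated cells and -100% = media-only wells without cells; nearly all actives have a fitted effect of over 55% in size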
#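 Viability by CellTiter-Glo luminescence after 48 h compound exposure at 37C of HT-1080-NT cells (750/well, RPMI, 5% FBS). % activity scaled between DMSO wells and medium-only wells, then curve-fitted and categorized by curve class.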
# MCF10A rereplic = DNA re-replication induction in MCF 10a cells. hit rate 2.9% among 350,000. Potency, µM (highest dose often 46.1 µM), inactives show at the top dose activity, positive = re-replication, usual class: activators. AID 624296. MCF 10A DNA re-replication, Hoechst nuclear intensity, 48 h; further: potency means the concentration at half of the fitted maximal effect; % of control where 0% means no effect; nearly all actives have a fitted effect of over 50% in size
# ATXN2 expr inh = ATXN2 expression inhibition. hit rate 0.72% among 360,000. HEK-293 ATXN2-luciferase reporter, luminescence, 24 h. Potency, µM (top dose mostly 57 µM), inactives show top-dose activity change, negative = inhibition, hits mostly inhibitors; further: potency means the concentration at half of the fitted maximal effect; on the % scale 0 is the no-effect control and ±100 the full control effect; nearly all actives have a fitted effect of over 55% in size
#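 qHTS (up to 57 uM final) was run with 24 h compound exposure of reporter cells at 37 °C. Each well was multiplexed: SteadyGlo luminescence measured ATXN2-luciferase expression after a fluorogenic Gly-Phe-AFC viability readout (25 uM final).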
# IL1B secr inh = inhibitors of inflammasome signaling (IL-1 beta secretion). THP-1 LPS/ATP IL-1B secretion, AlphaLISA, 16 h; active compounds read low. activity change, % at 57.5 µM. hit rate 4.7% among 360,000; in the data active means activity change below about -50%; inconclusive means mostly about -30% to -49%; further: on the % scale 0 is the no-effect control and ±100 the full control effect
#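 THP-1 cells pretreated 1 hr with compounds (up to 57.5 uM final), then stimulated with LPS (250 ng/mL final) plus ATP (1.25 mM final); secreted IL-1B measured by AlphaLISA after 16 hr, decreased signal indicating inhibition.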
# KB-3-1 cytotox = kills parental KB-3-1 adenocarcinoma cells; KB-3-1 viability, CellTiter-Glo ATP luminescence, 72 h; Potency, µM (titrated, usually from 46.1 µM), for the others: at the highest dose activity change, negative = cytotoxic, hits mostly cytotoxic; hit rate 1.4% among 400,000; further: potency means the concentration at half of the fitted maximal effect; on the % scale 0 is the no-effect control and ±100 the full control effect; nearly all actives have a fitted effect of over 60% in size
#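 Multi-concentration cytotoxicity screen in KB-3-1 cells grown in DMEM lacking phenol red with 10% FBS. After 72 h at 37 °C with compound, ATP-dependent luminescence was recorded.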
# Numbers without * were called inactive; i = inactive; ? = inconclusive; / = no result given; [ ] = another dose, or the depositor's remark. Unless noted, the call rests on the fitted dose curve; in most records, active means well fitted curve in the direction sought with a large enough effect; inconclusive means small, poorly fitted or top-dose-only effect, or another doubt; inactive means no such curve, though single readings can be large; an effect the other way counts as inactive or inconclusive.
# Results follow in this order: HT1080 IDH1KD tx	WRN inhibitor	KB-V1 cytotox	SW480 rereplic	HT1080-NT tox	MCF10A rereplic	ATXN2 expr inh	IL1B secr inh	KB-3-1 cytotox
1. CCOC(=O)Cc1csc(NS(=O)(=O)c2ccc(OC)cc2)n1
 : 12%	0%	?	11%	-1%	-3%	-13%	-2	12%
2. C[C@H]1CN([C@@H](C)CO)C(=O)Cc2cc(NC(=O)CCC(F)(F)F)ccc2O[C@H]1CN(C)Cc1ccc(-c2ccccc2)cc1
 : 21µM*	-5%	?	-5%	23µM*	?	?	-2	?
3. NS(=O)(=O)c1ccc(CCNC(=O)COC(=O)C2COc3ccccc3O2)cc1 (stereo not given)
 : 4%	8%	1%	-10%	11%	-1%	9%	0	4%
4. COC(=O)c1ccc2ncccc2c1
 : 0%	-1%	10%	-10%	18%	3%	10%	-1	-2%
5. CCCCC(=O)N(C)c1c(CC)nc2c(OCC=C(C)C)cccn12
 : ?	-1%	0%	/	?	/	-34%	41	-13%
6. CCOc1ccc(/C(O)=C2/C(=O)C(=O)N(CC3CCCO3)C2c2ccco2)cc1 (stereo not given)
 : 8%	4%	-2%	-1%	7%	0%	0%	2	-1%
7. COc1ccc(CN2C(=O)CSCC2(C)C(=O)NC(C)C)cc1 (stereo not given)
 : -1%	-1%	-10%	/	8%	/	/	4	2%
8. CCCS(=O)(=O)NC(=O)C1(C)CCN(C(=O)c2ccc(F)c(C)c2)C1 (stereo not given)
 : 3%	1%	3%	/	?	/	12%	0	0%
9. Cc1cccc(NC(=O)c2c(C)nn(-c3ccccc3)c2Cl)c1
 : -8%	-9%	?	2%	-12%	0%	12%	-10	7%
10. Cc1ccc(S(=O)(=O)NC(CC(C)C)C(=O)N2CC(C)OC(C)C2)cc1 (stereo not given)
 : 0%	-19%	/	-3%	0%	-3%	0%	10	/
11. Cc1cc(NC(=O)COn2nnc3ccc(S(C)(=O)=O)cc32)ccc1Br
 : 2%	-8%	11%	13%	-16%	0%	/	-14	-27%
12. Cc1cc(F)ccc1S(=O)(=O)N(C(=O)c1ccncc1)c1ccc(OC(=O)c2ccncc2)cc1
 : -9%	12%	-9%	18%	-6%	?	-6%	-27	-14%
13. Cc1ccc(NC(=O)c2ccc(S(=O)(=O)N3CCCCC3)cc2)cc1
 : -4%	-5%	-1%	-12%	8%	0%	-10%	-7	8%
14. NC(=O)C1CCN(C(=O)c2ccc(Cl)c(NC(=O)c3cccs3)c2)CC1
 : 6%	-2%	5%	/	6%	/	/	-25	2%
15. COc1cc(C(=O)N2CCN(Cc3ccccc3C(F)(F)F)CC2)cc(OC)c1OC
 : 13%	-4%	15µM*	11%	9%	?	-11%	2	2%
16. O=C(N/N=C/CCc1ccccc1)C1CCCCC1
 : 0%	-6%	5%	107%	9%	0%	4%	7	0%
17. CC(=O)c1cccc(NC(=O)NC(C)C2CCCO2)c1 (stereo not given)
 : 2%	7%	0%	-14%	-1%	-2%	-3%	23	-8%
18. COc1ccc(-c2ccc3nnc(SCC(=O)Nc4ccc(NC(C)=O)cc4)n3n2)cc1
 : 2%	-25%	16%	3%	0%	1%	11%	15	6%
19. COc1ccc(NC(=O)NC2CC3CCCC(C2)N3Cc2ccccc2)cc1 (stereo not given)
 : -12%	-9%	-18%	-17%	-4%	7%	4%	0	-10%
20. Cc1ccc(C(c2nnnn2CC2CCCO2)N2CCN(Cc3ccccc3)CC2)cc1 (stereo not given)
 : 4%	-4%	-18%	?	?	0%	-11%	-22	0%
21. C=CCOc1cccc(/C=N/NC(=O)CN2CCCCC2)c1
 : 9%	2%	15%	2%	16%	-1%	-5%	6	-5%
22. O=C1c2cccc3c([N+](=O)[O-])c(O)cc(c23)C(=O)N1Nc1ccccc1
 : -12%	-2%	1%	-2%	-17%	10%	-19%	?	4%
23. CC(C)(C)n1nnnc1C(c1ccncc1)N1CCN(C2CCCCC2)CC1 (stereo not given)
 : 15%	-7%	-19%	4%	12%	?	4%	13	-9%
24. CN(Cc1ccccc1)C(=O)c1cccc(NC(=O)Cc2ccc(NC(=O)C3CCN(C(=O)C4CCCCC4)CC3)cc2)c1
 : ?	-4%	8%	-3%	-11%	-10%	-6%	84	-20%
25. CC(NC(=O)NC1CCCCC1)c1ccc2c(c1)OCO2 (stereo not given)
 : 1%	0%	13%	-3%	-2%	-5%	/	16	-6%
26. CC(=O)Nc1ccc(S(=O)(=O)N2CCN=C2SCc2cccc(C)c2)cc1
 : -1%	-7%	?	1%	0%	26%	-14%	i	-13%
27. O=c1c2[nH]c3ccccc3c2ncn1CCCn1ccnc1
 : -11%	-11%	11%	-4%	-6%	?	8%	25	24%
28. Cc1ccc(S(=O)(=O)c2c(C)c(C)c(C)[nH]c2=O)cc1
 : 5%	-2%	-8%	12%	12%	-1%	3%	13	15%
29. CC(NC(=O)C1CCC(=O)N1Cc1ccc(F)cc1)c1ccc2c(c1)OCCO2 (stereo not given)
 : 4%	-2%	1%	-2%	-9%	3%	2%	-4	12%
30. COc1ccccc1S(=O)(=O)N(C)C[C@H]1OCc2cnnn2CCCC(=O)N([C@@H](C)CO)C[C@H]1C
 : 6%	-5%	2%	/	12%	/	-4%	5	2%

# 2 compounds drawn at random from the list so far, as already listed:
# Results follow in this order: HT1080 IDH1KD tx	WRN inhibitor	KB-V1 cytotox	SW480 rereplic	HT1080-NT tox	MCF10A rereplic	ATXN2 expr inh	IL1B secr inh	KB-3-1 cytotox
16. O=C(N/N=C/CCc1ccccc1)C1CCCCC1
 : 0%	-6%	5%	107%	9%	0%	4%	7	0%
5. CCCCC(=O)N(C)c1c(CC)nc2c(OCC=C(C)C)cccn12
 : ?	-1%	0%	/	?	/	-34%	41	-13%

# (more compounds)
# Results follow in this order: HT1080 IDH1KD tx	WRN inhibitor	KB-V1 cytotox	SW480 rereplic	HT1080-NT tox	MCF10A rereplic	ATXN2 expr inh	IL1B secr inh	KB-3-1 cytotox
31. O=C(N/N=C/c1ccccc1F)c1cc2c(ccc3ccccc32)o1
 : 2%	-2%[11.6 µM]	-11%	15%	15%	-10%	-22%	-7	26%
32. COC(=O)c1ccc2[nH]cc(CCO)c2c1
 : -1%	-2%	0%	?	4%	28%	-20%	-2	-5%
33. O=C(CSc1ccc2nnc(-c3cccc(F)c3)n2n1)NCc1ccco1
 : 2%	-19%	16µM*	-4%	6%	12%	-4%	6	1%
34. C=CCNCCCCOc1c(Cl)cc(C)cc1Br
 : 9%	1%	32%	-10%	12%	1%	/	25	-10%
35. O=C(O)C1C2CCC(O2)C1C(=O)NCc1ccncc1 (stereo not given)
 : 8%	6%	0%	-3%	3%	-4%	0%	21	-8%
36. CC(Oc1ccc(F)cc1)C(=O)/C=C\N(C)C (stereo not given)
 : -2%	2%	5%	-4%	-1%	?	-5%	8	0%
37. COc1ccc(CCNC(=O)CCc2ccccc2O)cc1OC
 : 10%	0%	-14%	-60%[inhibitor]	-2%	?	-8%	-16	2%
38. CC(C)N1CCC(N2CCN(Cc3cccc4nonc34)CC2CCO)CC1 (stereo not given)
 : 5%	10%	-6%	-1%	4%	4%	-15%	-2	18%
39. CCC(C)c1ccc(NC(=S)NCCn2cc(Br)cn2)cc1 (stereo not given)
 : -11%	-10%	4%	-1%	-7%	0%	-22%	-52*	-14%
40. CCC(=O)N/C(N)=N/c1nc(C)c2cc(OC)ccc2n1
 : ?	44%[activator]	-1%	?	7%[9.24 µM]	16%	-29%	-66*	?
41. c1csc(C(c2nnnn2C2CCCC2)N2CCOCC2)c1 (stereo not given)
 : -5%	-16%	?	4%	-8%	0%	-3%	-18	-13%
42. O=C(NC(NC(=O)c1ccccc1)C(=O)c1ccccc1)c1ccccc1
 : -22%	-8%	-6%	1%	-13%	-3%	-3%	19	32%
43. Cc1ccc2c(c1)cc(CN(CCc1ccccc1)C(=O)N1CCOCC1)c1nnnn12
 : -3%	6%	-15%	1%	-3%	9%	-26%	1	-13%
44. FC(F)(F)c1ccc(C2Nc3cccc4cccc(c34)N2)cc1
 : 2%	0%	13%	-7%	2%	-12%	-5%	-10	12%
45. COc1cccc(/C=N/NC(=O)c2ccc(N(C)S(=O)(=O)c3ccccc3)cc2)c1OC
 : -2%	-8%	-28%	-2%	-1%	2%	/	32	0%
46. O=C(NC1CCSC1=O)c1ccccc1 (stereo not given)
 : 7%	-1%	8%	-2%	11%	0%	2%	-3	-7%
47. Cc1ccc(C(=O)COc2nc(C)nc3ccccc23)cc1
 : 9%	-3%	-4%	-5%	9%	1%	27%	26	7%
48. CN(C)c1cc(-c2cccc([N+](=O)[O-])c2)oc(=O)c1Cl
 : 9%	6%	-6%	76%	17%	-1%	-10%	/	-2%
49. O=C1CN(C(=O)c2ccc(Br)o2)C(c2ccccc2)c2cc(F)ccc2N1 (stereo not given)
 : -11%	-4%	21%	-4%	-10%	0%	-3%	4	2%
50. CC(C)(C)NS(=O)(=O)c1ccc(CCC(=O)Nc2ccc3c(c2)OCCO3)cc1
 : 7%	1%	16µM*	-5%	0%	-8%	0%	7	0%
51. COc1cc(OC)cc(C2=Cc3ccccc3C(CC(C)=O)N2c2ccc(-c3cncnc3)cc2)c1 (stereo not given)
 : 3%	6%	?	/	19%	/	4%	0	23µM*
52. CCC(=O)Nc1ccccc1C(=O)OCC(=O)c1ccccc1
 : 10%	2%	?	-11%	16%	6%	79%[activator]	-3	9%
53. CC(=O)Nc1c(Cl)cc2c(c1Cl)Cc1cc(C#N)ccc1-2
 : -14%	5%	0.92µM*	14%	-9%	1%	10%	27	1.2µM*
54. Cc1cccc(-c2noc(-c3ccno3)n2)c1
 : 17%	1%	13%	-4%	23%	-3%	/	3	3%
55. Nc1nc(SCC(=O)Nc2ccc(Br)cc2F)n[nH]1
 : 8%	3%	-11%	-7%	13%	-17%	-1%	-21	8%
56. CCCCCCCCNc1ncnc2ccccc12
 : ?	-25%	0.18µM*	?	?	19%	?	-61*	0.65µM*
